High-throughput results deposited in PubChem by several laboratories.
STK33 kinase inh: human STK33 kinase inhibition. actives 0.073% (n = 320,000). purified STK33, MBP phosphorylation, ADP-Glo luminescence. AID 2661. inhibition, % at 10 µM;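 active means inhibition at or above 25%, using the most active replicate where run in duplicate; inactive means inhibition below 25%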
OX1R antag: blocks the human orexin 1 receptor; O43613; AID 485270; actives 1.8% (n = 330,000); OX1R-expressing cells, FRET antagonist read-out; inhibition, % at 6.6 µM; in the data active means inhibition mostly above about 38%, no sharp cut-off; inactive means mostly below about 40%;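 further: 0% = agonist challenge alone and 100% = reference antagonist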
KCNQ2 inh: KCNQ2 channel blockers in CHO-K1 cells – cell-based, FluxOR thallium flux, B-score, primary screen (AID 2156) | 20 min; hits give low values | B-score at 10 µM | actives 1.1% (n = 310,000);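 active means fluorescence ratio B-score at most minus 3 library SDs, with starting brightness B-score within 2 library SDs, cut at about -5.5 in these data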
Target sequence (O88943 whole entry, looked up): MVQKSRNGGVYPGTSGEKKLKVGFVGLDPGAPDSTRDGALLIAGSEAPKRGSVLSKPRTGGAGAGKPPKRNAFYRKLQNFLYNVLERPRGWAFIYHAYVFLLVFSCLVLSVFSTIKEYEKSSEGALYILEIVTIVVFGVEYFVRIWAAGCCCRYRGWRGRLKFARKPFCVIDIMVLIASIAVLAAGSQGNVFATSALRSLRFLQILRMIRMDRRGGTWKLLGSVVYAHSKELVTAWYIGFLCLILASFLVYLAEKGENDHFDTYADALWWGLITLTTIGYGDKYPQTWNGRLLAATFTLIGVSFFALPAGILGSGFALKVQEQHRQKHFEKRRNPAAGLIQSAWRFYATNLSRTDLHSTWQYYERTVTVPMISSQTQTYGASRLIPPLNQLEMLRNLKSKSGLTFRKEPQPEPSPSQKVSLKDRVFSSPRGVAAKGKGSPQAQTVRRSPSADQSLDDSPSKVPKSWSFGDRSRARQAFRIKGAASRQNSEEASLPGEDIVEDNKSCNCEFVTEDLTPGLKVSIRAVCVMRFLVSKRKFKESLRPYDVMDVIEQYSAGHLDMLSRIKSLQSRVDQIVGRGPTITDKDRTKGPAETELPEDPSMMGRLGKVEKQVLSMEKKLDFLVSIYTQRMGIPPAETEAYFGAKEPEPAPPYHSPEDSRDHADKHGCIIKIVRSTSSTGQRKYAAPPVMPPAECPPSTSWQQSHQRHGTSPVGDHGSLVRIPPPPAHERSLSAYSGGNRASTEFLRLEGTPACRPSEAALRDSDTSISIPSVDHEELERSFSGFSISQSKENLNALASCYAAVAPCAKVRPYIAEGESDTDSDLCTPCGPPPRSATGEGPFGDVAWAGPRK
* hit, by the source's call; i = inactive; / = not tested or not shown. These rows are one share of the data; the hit share may differ from the screen's.

Start of the data: the first 5 records, to show the layout:
item	molecule	STK33 kinase inh	OX1R antag	KCNQ2 inh
1	Cc1ccc2cc(CNCCc3ccccc3C)c(=O)[nH]c2c1	0.1	9.5	i
2	CN1CN=C(N[N+](=O)[O-])N(Cc2ccco2)C1	-0.3	22.4	i
3	CCCC/C(=N/O)c1c(C)[nH]c2ccccc12	0.1	12.4	i
4	CN1CCN(c2nc(N)c(Br)c(Cl)n2)CC1	-0.7	5.4	i
5	C=CCn1c(O)c(C(C)=Nc2ccc3c(c2)CCC3)c(=O)[nH]c1=O	1.0	9.8	i

This part in full (from the top)
item	molecule	STK33 kinase inh	OX1R antag	KCNQ2 inh
1	Cc1ccc2cc(CNCCc3ccccc3C)c(=O)[nH]c2c1	0.1	9.5	i
2	CN1CN=C(N[N+](=O)[O-])N(Cc2ccco2)C1	-0.3	22.4	i
3	CCCC/C(=N/O)c1c(C)[nH]c2ccccc12	0.1	12.4	i
4	CN1CCN(c2nc(N)c(Br)c(Cl)n2)CC1	-0.7	5.4	i
5	C=CCn1c(O)c(C(C)=Nc2ccc3c(c2)CCC3)c(=O)[nH]c1=O	1.0	9.8	i
6	O=C1NC(=O)N(c2ccc(F)cc2)C(=O)/C1=C/c1ccsc1	0.4	39.8	i
7	Clc1cc(Cl)cc(NC2=NCCS2)c1	1.0	3.6	i
8	CCN1CCN(c2ccc(N)cc2)CC1	1.0	23.8	i
9	COCCNC(=O)c1c(NC(=O)c2ccc(Br)o2)n(Cc2ccccc2)c2nc3ccccc3nc12	7.3	27.9	i
10	O=C(/C=C/c1ccc(F)cc1)NC(=S)N1C[C@H]2C[C@H](C1)c1cccc(=O)n1C2	-1.1	7.9	i
11	C1CC2NCCC3NCCC(N1)N32 (stereo unspecified)	-1.3	-10.5	i
12	COc1ccc(NC(=O)[C@@H](NC(=O)N2C[C@H]3C[C@@H](C2)c2cccc(=O)n2C3)C(C)C)cc1	0.6	12.6	i
13	CCCCC(=O)C1C(=O)NC(=O)NC1=O	2.8	12.9	i
14	O=C1NC(=O)N(Cc2ccccc2)C(=O)/C1=C/c1cnc(-c2ccccc2)nc1	-1.5	30.1	i
15	CNC(C(=O)c1ccccc1)C(OC)c1ccc(C)cc1 (stereo unspecified)	-1.2	9.4	i
16	C[C@]12CCC(OC(=O)CCC(=O)O)CC1=CCC1C2CC[C@]2(C)C(=O)CCC12 (stereo partly specified)	-0.7	-0.3	i
17	COc1cc(OC)c(OC)cc1CNCCc1cccc(F)c1	0.5	6.0	i
18	CC(C)CCn1c(=O)c(C(=O)NCc2ccco2)c(O)c2ccccc21	-0.1	1.9	i
19	COC(=O)C1=C(c2c(C)noc2C)C[C@@H]2CC[C@H]1N2C(=O)NCCOc1ccccc1Cl	-1.9	10.9	/
20	Cn1c(N2CCNCC2)nc2ccccc21	0.7	17.6	i
21	COC(=O)C1=C(c2cccc(OCc3ccccc3)c2)C[C@@H]2CC[C@H]1N2C(=O)NCc1ccc(Cl)cc1	-1.4	20.1	/
22	CCOc1cc(-c2nc3c(C)cccn3c2NCC2CCCO2)ccc1O (stereo unspecified)	-0.1	8.8	i
23	COc1ccccc1NC(=O)COC(=O)c1cn(C)c2ccccc12	-0.5	54.1*	/
24	O=c1[nH]c(=O)n(CCC2=CCCCC2)c(O)c1/C=N/Nc1ccccc1	-1.7	34.7	i
25	Cc1ccc(-c2nc3ccccc3c(=O)n2-c2cc(C)ccn2)cc1	-3.0	14.7	i
26	CN1CCN(Cc2ccc(OC(F)(F)F)cc2)CC1	-0.1	3.0	i
27	Cc1ccc(Cn2nnnc2CN2CCC(n3nnc4cc(C(F)(F)F)ccc43)CC2)cc1	-1.2	27.0	i
28	Cc1c(NP(=S)(C(C)(C)C)C(C)(C)C)c(=O)n(-c2ccccc2)n1C	-0.8	6.1	i
29	CC(=O)O[C@@]12CO[C@@H]1C[C@H](OC1OCC(O)C(O)C1O)[C@@]1(C)C(=O)[C@H](O)C3=C(C)[C@@H](OC(=O)[C@H](O)[C@@H](NC(=O)c4ccccc4)c4ccccc4)C[C@@](O)([C@@H](OC(=O)c4ccccc4)C12)C3(C)C (stereo partly specified)	-1.4	16.3	i
30	COc1ccc2c(c1)[C@@]13CCC=C[C@H]1[C@@H](C2)NCC3	-0.8	3.3	/
31	COC(=O)C1=C(c2ccc(F)cc2F)C[C@@H]2CC[C@H]1N2C(=O)NC(C)C	-2.5	-2.5	/
32	CCC(=NCC1CCCO1)c1c(O)n(-c2ccc(Cl)cc2)c(=O)[nH]c1=O (stereo unspecified)	-2.0	32.3	i
33	O=c1[nH]c(=S)n(-c2ccccc2)c(O)c1C=NCCN1CCNCC1	-1.6	/	i
34	CCN(CC)C(=O)c1ccc(NC(=O)c2cccc(S(=O)(=O)N3CCN(Cc4ccccc4)CC3)c2)cc1	-0.5	23.5	i
35	COc1ccc(OCCOc2cccc(C=C3C(=O)NC(=O)NC3=O)c2)cc1	-0.7	14.4	i
36	CC(=O)c1cccc(NC2=NCC(C)S2)c1 (stereo unspecified)	-2.5	4.7	i
37	CCOC(=O)c1cn2nc(OP(=S)(OCC)OCC)cc2nc1C	0.6	12.6	i
38	O=C(CN1CCCCC1)Nc1ccc(Br)cc1C(=O)c1ccccc1Cl	-0.7	9.8	i
39	COc1ccccc1N1CCN(Cc2ccccc2)CC1	-1.0	7.2	i
40	CCN1CCN(C(=O)COc2ccc(S(=O)(=O)N3CCOCC3)cc2C)CC1	-3.5	27.5	i
41	OC(c1ccccc1)(c1ccccc1)C1CCCN1 (stereo unspecified)	-0.7	13.8	i
42	Cc1ccc(-n2c(-c3ccc([N+](=O)[O-])cc3)nc3ccccc3c2=O)cc1	0.1	21.4	i
43	CCC(=O)c1ccc(OCC(=O)N2CCN(CC(=O)Nc3ccccc3C(F)(F)F)CC2)cc1	0.6	5.5	/
44	O=c1cccc2n1CC1CC2CN(C(c2cccc(F)c2)c2sc3ncnn3c2O)C1 (stereo unspecified)	1.0	7.7	i
45	CC(=O)Nc1ccc(C(=O)C(Cc2ccccc2)N(C)C)cc1 (stereo unspecified)	-1.1	4.6	i
46	CCN(CC)CCCN=C(C)c1c(O)n(-c2ccccc2)c(=O)[nH]c1=O	-1.3	14.5	i
47	Cc1ccsc1/C=C1\C(=O)NC(=S)N(C)C1=O	-0.8	-6.5	i
48	N#Cc1ccc(N2CCNCC2)c(F)c1	-0.4	12.6	i
49	CC(C)CN1CCN(Cc2c(F)cccc2Cl)CC1CCO (stereo unspecified)	-1.1	23.5	i
50	O=c1[nH]c(=O)n(Cc2ccco2)c(O)c1C=NC1CC1	-0.5	26.4	i
51	Cc1cc(OCC(=O)N2C[C@H]3C[C@@H](C2)c2cccc(=O)n2C3)c2c(C)c(C)c(=O)oc2c1	-0.4	14.2	i
52	COc1ccccc1Oc1c(C)oc2cc(OC(=O)N(C)C)ccc2c1=O	-0.6	2.6	i
53	Cn1cnc(CCN)c1	0.0	8.9	i
54	CCC(=Nc1ccc(OC)cc1OC)c1c(O)n(C2CCCCC2)c(=O)[nH]c1=O	-0.4	16.0	i
55	COc1cc(C(=O)Nc2ccc(Br)cc2C(=O)c2ccccc2)cc(OC)c1OC	-1.2	10.4	i
56	Cc1ccc(S(=O)(=O)N(c2cc(Cl)c(O)c(Cl)c2)P(=O)(OC(C)C)OC(C)C)cc1	-1.8	17.5	i
57	O=CC(Br)P(=O)(N1CCOCC1)N1CCOCC1 (stereo unspecified)	-3.3	1.5	i
58	CCC(=NC(C)c1ccccc1)c1c(O)[nH]c(=O)[nH]c1=O (stereo unspecified)	-2.6	3.4	i
59	CN1C(=O)C(Cc2ccc3c(c2)OCO3)C(=O)N(C)C1=O	-2.5	6.2	i
60	Cc1nn(Cc2ccccc2Cl)c(C)c1C(=O)NC1CCCc2ccccc21 (stereo unspecified)	-0.2	27.3	i

Next section
Results follow in this order: STK33 kinase inh, OX1R antag, KCNQ2 inh
(61) CCCNC(=O)N1[C@H]2CC[C@@H]1C(C(=O)OC)=C(c1cc3ccccc3s1)C2
 : 0.5, 28.2, i
(62) CCOP(=O)(OCC)C1(O)C(=O)Nc2ccccc21 (stereo unspecified)
 : -0.2, 20.6, i
(63) O=Cc1cn(Cc2ccccc2F)c2ccccc12
 : 1.0, 30.6, i
(64) CCc1ccc(/C=C(/C#N)C(N)=S)cc1
 : 0.6, 9.5, i
(65) Cc1nc2ccccc2c(=O)n1-c1cccc([N+](=O)[O-])c1
 : -0.4, 12.8, i
(66) c1cncc(C2CCCCN2)c1 (stereo unspecified)
 : -0.9, 16.3, i
(67) CSc1nnc([C@@H](N)Cc2ccccc2)o1
 : -1.5, 8.4, i
(68) O=C(CCCOc1ccc(Cl)cc1Cl)N1CCC2(CC1)OCCO2
 : -0.4, -1.4, i
(69) Cc1nn(Cc2ccccc2)c(Cl)c1C(=O)NC1CCCc2ccccc21 (stereo unspecified)
 : -0.6, 21.1, i
(70) CCC(C)n1c(C)cc(C(N)=O)c1C (stereo unspecified)
 : 1.2, 6.8, i
(71) O=C(CN1CC(c2ccccc2)CC1=O)Nc1ccc(F)cc1 (stereo unspecified)
 : -2.9, 16.6, i
(72) O=C1/C(=C/c2ccc3c(c2)OCO3)N2CCC1CC2
 : 1.8, 1.3, i
(73) O=c1c2ccccc2nc(-c2ccco2)n1-c1ccc(Br)cc1
 : -0.8, 19.7, i
(74) CCn1c(=O)cc(OCC(=O)N2CCN(Cc3ccc4c(c3)OCO4)CC2)c2ccccc21
 : -0.2, 11.7, i
(75) CCOC(=O)C1(CCOc2ccccc2)CCN(C(C)CSC)CC1 (stereo unspecified)
 : -0.4, 7.9, i
(76) O=C1NC(=O)C(=Cc2ccc(-c3ccc(S(=O)(=O)N4CCOCC4)cc3)o2)C(=O)N1
 : -1.7, 31.0, i
(77) CC(=O)N1CC(=O)Nc2ccc(C)cc2C1c1ccccc1 (stereo unspecified)
 : 0.1, 0.8, i
(78) Cc1cc(C)c(C(=O)CN2CCOCC2)c(C)c1
 : -0.3, 3.5, /
(79) CCOc1ccc(Br)c(C2(O)CC(C)N(C)CC2C)c1 (stereo unspecified)
 : 0.5, 12.4, i
(80) COc1ccc(-c2cc(-c3ccccc3)[n+](C)c(-c3ccccc3)c2)cc1
 : -5.2, 21.2, i
(81) CC(=O)c1cn(CCCOc2ccccc2)c2ccccc12
 : 1.4, 19.2, i
(82) Nc1cc(Cl)cc(C(=O)O)c1Cl
 : -1.5, 1.7, /
(83) O=C(Cc1ccccc1)N1CCN(C/C=C/c2ccccc2)CC1
 : 7.4, 21.3, i
(84) COCC(C)OC(=O)c1c(N)n(Cc2ccco2)c2nc3ccccc3nc12 (stereo unspecified)
 : 1.4, 30.5, i
(85) COCCCn1c(-c2ccc(OC)cc2)cc(C(=O)NC2CCCCCCC2)c1C
 : -1.3, 13.4, i
(86) COc1ccc(-n2c(O)c(C=NCc3ccc4c(c3)OCO4)c(=O)[nH]c2=O)cc1
 : -0.5, 2.3, i
(87) O=c1[nH]c(=O)n(-c2cccc(Cl)c2)c(O)c1C=NCCN1CCCCC1
 : -2.1, 7.9, i
(88) CC1CN=C(Nc2ccc(N(C)C)cc2)S1 (stereo unspecified)
 : -1.7, 3.7, i
(89) COc1ccc(N2C(=O)CC(N3CC=C(c4ccccc4)CC3)C2=O)cc1 (stereo unspecified)
 : -0.2, 12.3, i
(90) CC(C)COC(=O)c1ccccc1C(=O)OCC(C)C
 : -0.7, 6.7, i
(91) C[N+]1(C)C2CCC1CC(OC(=O)C(CO)c1ccccc1)C2 (stereo unspecified)
 : -2.3, 23.1, i
(92) CN1C(=O)NC(=O)[C@]2(Cc3ccccc3N3CCN(c4ccccc4)CC32)C1=O (stereo partly specified)
 : -0.3, 9.1, i
(93) CC(C)C12CN3CCN(CC(C3)C1O)C2 (stereo unspecified)
 : -0.7, 10.6, i
(94) CCOc1cc2c(cc1OCC)-n1cccc1C(c1ccc(C)cc1C)NC2 (stereo unspecified)
 : 0.5, -6.3, i
(95) CCOC(=O)Cn1cc([N+](=O)[O-])nc1[N+](=O)[O-]
 : 0.2, 92.3*, i
(96) CCc1cc2c(s1)NC(=O)CN=C2c1cccs1
 : -0.3, 16.6, i
(97) CCOC(=O)c1c(C=O)c2ccccc2n1Cc1ccccc1F
 : -2.1, 2.8, i
(98) c1ccc2[nH]c(CCNC3CCCCC3)nc2c1
 : -3.1, 11.0, i
(99) COC1=C(OC)[C@]23CCc4ccc(OC)c(OC)c4[C@]2(CCN3C)CC1=O
 : 0.0, 11.6, /
(100) CCC(=O)O[C@@H]1[C@@H](OC(C)=O)[C@@]2(O)C(C[C@H](O)C2(C)C)[C@](C)(O)[C@H]2CC[C@@H]3[C@@H](O)[C@]12C[C@@]3(C)O (stereo partly specified)
 : -0.6, -0.3, i
(101) N[C@@H](CCl)C(=O)O
 : -0.6, 13.1, i
(102) CCOC(=O)C1C2NC(=O)N(Cc3ccccc3)C1(C)Oc1c(OC)cccc12 (stereo unspecified)
 : -1.7, 31.7, i
(103) Cc1ccc(N(C)C(=O)Oc2cccc3cccnc23)cc1
 : -6.2, 18.1, i
(104) Cc1cc(N2C(=O)C3CCCN3C2c2sccc2C)no1 (stereo unspecified)
 : -0.8, 22.5, i
(105) CC(=O)O[C@H]1C(=O)[C@@]2(C)C([C@H](OC(=O)c3ccccc3)[C@]3(O)C[C@H](O)C(C)=C1C3(C)C)[C@]1(OC(C)=O)CO[C@@H]1C[C@H]2O (stereo partly specified)
 : -1.0, 13.3, i
(106) CCN1C(=O)C(=C2C=C(C)N(Cc3ccco3)C(C)=C2)C(=O)N(CC)C1=S
 : 3.6, 16.2, i
(107) CN(C)/C=C1/C(=O)NC(=O)N(CCNc2ncc(C(F)(F)F)cc2Cl)C1=O
 : 1.8, 1.5, i
(108) O=C(Cc1ccccc1)NC(Cc1ccc(Cl)cc1)C(=O)O (stereo unspecified)
 : 0.3, 7.3, i
(109) COc1ccc(-n2c(O)c(C(C)=NCCc3c[nH]c4ccccc34)c(=O)[nH]c2=O)cc1
 : -1.5, 3.3, i
